# EBV LMP1 NFkB: Epstein-Barr LMP1 NF-kappaB reporter inhibition | 0.69% of 350,000 active | inhibition, % at 12.5 µM | LMP1-induced NF-kappaB luciferase reporter cells, luminescence; in the data active = inhibition above about 41%;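 note: 0% = neutral control wells and 100% = reference inhibitor control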
# TROY NFkB inh: blocks TROY-dependent signaling in reporter cells; Q293 LMP1-TROYcd NF-kB luciferase reporter, 4 h; inhibition, % at 10 µM; 0.98% of 360,000 active;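 active = compounds whose plate-normalised and pattern-corrected inhibition of the luciferase reporter signal at the single screening dose is 50% or more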
# NCOA2 inhibitor: human SRC2 (NCOA2) inhibition; AID 651957; 0.17% of 370,000 active; HEK293 GAL4-SRC2 luciferase reporter, luminescence; Q15596; inhibition, % at 9 µM;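 active = inhibition above the mean inhibition of all tested compounds plus 3 SD, set per campaign, cut at about 52% in these data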;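 note: 0% = DMSO treated cells and 100% = cells given Gossypol at 36 µM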
# TRAIL sens C8: caspase-8 TRAIL sensitization | inhibition (viability loss, TRAIL sensitization), % at 10 µM | 1% of 360,000 active | NB7+C8 cells + TRAIL, ATPlite viability luminescence;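 active = compounds causing at least 50% loss of cell viability in the single-dose screen, relative to plate controls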
# SRC3 inh: inhibits human SRC3 coactivator. HEK293 GAL4-SRC3 luciferase reporter, luminescence. inhibition, % at 3.6 µM. 0.17% of 360,000 active. AID 588352;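 active = inhibition above a per-campaign cutoff, the mean of all compounds plus 3 SD, cut at about 60% in these data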;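 note: 0% = DMSO-treated cells and 100% = gossypol-treated cells at 36 µM; higher means less SRC3-driven luciferase light from the GAL4 reporter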
# NR2F2 inh: NR2F2 (human) inhibition, primary screen; HEK293T NGFI-A luciferase reporter, luminescence; inhibition, % at 8.6 µM; AID 686940; 0.7% of 370,000 active; P24468;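 active = inhibition above a per-plate cutoff, mean inhibition of test wells between control levels plus 3 SD, cut at about 38% in these data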;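 note: cells cotransfected with COUP-TFII expression vector driving the NGFI-A reporter; 0% = median of COUP-TF2 test wells and 100% = reporter-only cells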
# TWEAK Fn14 block: TWEAK-Fn14 signaling inhibition; 2% of 360,000 active; AID 1159606; TWEAK-stimulated Fn14 reporter cells, luciferase luminescence, 8 h; inhibition, % at 10 µM; in the data active = inhibition above about 50%
# NOD2-RIPK2 inh: NOD2-RIPK2 protein interaction inhibition | O43353 | CHO BLA complementation NOD2-RIPK2, CCF4 ratio | inhibition, % at 4.98 µM | 0.38% of 360,000 active; in the data active = inhibition above about 21%;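 note: 0% = vehicle only and 100% = reference blocker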
# TLR9-MyD88 inh: inhibitors of human TLR9-MyD88 binding; CHO BLA complementation TLR9-MyD88, CCF4 FRET ratio; inhibition, % at 4.98 µM; AID 504734; 0.21% of 340,000 active;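 active = inhibition above the mean over all tested compounds plus 3 SD, cut at about 21% in these data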;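 note: 0% = DMSO only wells and 100% = clavulanate BLA inhibitor control wells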
# NCOA1 inh: inhibitors of human steroid receptor coactivator 1 (SRC1); inhibition, % at 3.6 µM; Q15788; 0.12% of 360,000 active; HEK293 GAL4-SRC1 luciferase reporter, luminescence;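 active = inhibition above the campaign mean plus 3 SD, with each screening campaign given its own cutoff, cut at about 60% in these data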;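 note: 0% = DMSO treated cells and 100% = gossypol at 36 µM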
# NR5A2 inv ag: inverse agonists of human LRH-1 (NR5A2); 0.13% of 360,000 active; inhibition, % at 3.6 µM; HEK293T StAR-luciferase reporter, LRH-1 transfected, 24 h;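 active = inhibition above the mean inhibition of all tested compounds plus 3 SD, cut at about 73% in these data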;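 note: 0% = DMSO wells and 100% = reporter-only cells lacking LRH-1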
# * = called active by the depositor; . = no result given. Only part of the results is shown. The share of hits here may be higher or lower than overall.
SMILES,EBV LMP1 NFkB,TROY NFkB inh,NCOA2 inhibitor,TRAIL sens C8,SRC3 inh,NR2F2 inh,TWEAK Fn14 block,NOD2-RIPK2 inh,TLR9-MyD88 inh,NCOA1 inh,NR5A2 inv ag
Cc1ccc(NC(=O)C(C)OC(=O)c2cc(=O)[nH]c3ccccc23)cc1S(=O)(=O)N1CCOCC1 (stereo unspecified),-4,5,-38,-7,-6,0,-22,0,1,1,25
O=C(O)c1ccc2c(c1)C(=O)N(CCC1=CCCCC1)C2=O,1,-31,-9,-14,7,1,-15,-3,-3,-4,9
O=[N+]([O-])c1cccc(-c2ccc(SCc3cccnc3)nn2)c1,-14,-37,-56,-5,-12,-2,-26,0,4,-33,-12
Cn1c(CCN2CCCCC2)nc2cc([N+](=O)[O-])ccc21,1,2,4,3,17,-12,-3,-5,4,-7,15
O=[N+]([O-])c1cc(Br)c2nsnc2c1N1CCOCC1,2,30,16,6,10,-1,9,-2,-10,-3,1
CCOC(=O)CC1NC(=O)c2ccccc21 (stereo unspecified),-4,0,-8,-16,-6,-9,13,-9,-2,2,-1
CCN(CC)c1cc(C)c(C#N)c2nc3ccccc3n12,3,19,-18,-3,8,4,-2,-5,7,6,5
O=C(N/C(=C/c1cccc([N+](=O)[O-])c1)C(=O)N1CCCCC1)c1ccco1,2,3,3,-6,5,-3,-1,-2,4,-23,-4
Cc1cc(C)nc(N/N=C/c2cn[nH]c2-c2ccc(F)cc2)n1,-2,-5,-8,-7,22,23,-20,13,-3,-1,7
CN(C(=O)CSc1nnc(-c2c[nH]c3ccccc23)o1)C1CCS(=O)(=O)C1 (stereo unspecified),-8,-5,-10,-1,9,-4,-3,-10,1,0,0

# An excerpt from above, reduced to TWEAK Fn14 block, TRAIL sens C8 and TROY NFkB inh:
Compound,TWEAK Fn14 block,TRAIL sens C8,TROY NFkB inh
O=[N+]([O-])c1cc(Br)c2nsnc2c1N1CCOCC1,9,6,30
CCOC(=O)CC1NC(=O)c2ccccc21 (stereo unspecified),13,-16,0

# Next records.
SMILES,EBV LMP1 NFkB,TROY NFkB inh,NCOA2 inhibitor,TRAIL sens C8,SRC3 inh,NR2F2 inh,TWEAK Fn14 block,NOD2-RIPK2 inh,TLR9-MyD88 inh,NCOA1 inh,NR5A2 inv ag
COc1cccc(-c2nn(C)c3sc(C(=O)NCCCN(C)Cc4ccccc4)cc23)c1,.,-34,-50,13,4,-8,-33,-7,-1,-5,-7
COc1ccccc1C(=O)Nc1sc2c(c1C(=O)NCc1ccco1)CCCC2,-16,-10,16,4,9,-13,-25,2,-15,-10,20
Cc1ccc(C(=O)Nc2cnc3ccccc3c2)cc1,79*,87*,72*,78*,33,71*,105*,-13,-1,31,21
COc1ccc(NC(=O)CN(C)S(=O)(=O)c2ccc(Cl)cc2)cc1Cl,-2,-6,4,2,5,14,-28,-4,-2,-13,6
O=C(CN(C(=O)CNC(=O)c1cccs1)c1ccc2c(c1)OCCO2)NC1CCCC1,2,-3,15,17,17,20,4,-3,13,-4,-15
CC(=O)NC12CC3CC(C1)CC(C(=O)Nc1nc4ccc(S(C)(=O)=O)cc4s1)(C3)C2,-3,-27,-24,-1,-1,-17,-2,-2,-5,-7,46
CCC(=O)c1ccc(OC(C)C(=O)NC2(C#N)CCCCC2)cc1 (stereo unspecified),-5,9,-2,-28,7,-26,-5,12,1,-91,-7
Cc1cccc(CCNC(=O)C2CCCN(c3ncnc4c3nc3n4CCCCC3)C2)c1 (stereo unspecified),4,-4,6,3,9,-2,-14,-9,-14,-23,-23
CCc1cccc(CC)c1NC(=O)CN1CC(C)SC1=NC1CCCCC1 (stereo unspecified),2,-8,-3,5,5,-5,-20,-9,2,-2,-9
Cc1ccc(-c2csc3ncnc(-n4nnc5ccccc54)c23)cc1C,0,6,1,-2,11,4,-24,4,3,-1,10
CCOCCCN(CC(=O)NC1CCCC1)C(=O)C(=O)Nc1ccc2c(c1)OCCO2,1,2,-26,-8,10,11,13,0,7,-18,11
Cc1cc(S(=O)(=O)NC2CCCCC2)ccc1OCC(=O)NCc1ccccn1,4,2,15,-9,21,-11,-9,0,5,15,-4
O=C(COc1ccccc1-c1ccccc1)Nc1ccc(S(=O)(=O)NCc2ccco2)cc1,-9,8,-2,0,7,11,2,0,9,-15,7
Cn1c(N)c(C(=O)COC(=O)Cc2c(F)cccc2Cl)c(=O)n(C)c1=O,3,-7,-6,-3,-1,22,9,6,-8,-21,-9
Cc1cc(=O)[nH]c(SCC(=O)Nc2c(C)n(C)n(-c3ccccc3)c2=O)n1,-4,6,-16,-11,9,10,5,1,-15,-2,-4
CCC(C)NC(=O)C(Cc1ccccc1)NS(=O)(=O)c1cccc2nsnc12 (stereo unspecified),-1,7,0,-15,7,1,-2,-10,-5,1,-6
Cc1ccc(N2C(=O)c3ccccc3C2Nc2ccccc2)nc1 (stereo unspecified),-7,-32,-76,-11,-72,-59,-7,2,16,-37,-124
CCCCCOC(=O)Cc1c(O)c2ccccc2n(C)c1=O,31,-7,5,-14,-8,-4,-14,4,0,-18,-8
COc1ccc(Cl)cc1C=CC=NNS(=O)(=O)c1ccc(C)cc1,6,-9,-2,7,11,16,-1,-8,-4,-3,-5
NC1=NC(=O)C(Cc2cc(Cl)ccc2Cl)S1 (stereo unspecified),-3,-5,-4,-12,-12,0,-10,5,0,8,-13
COc1ccc(-c2noc(CCC(=O)N3CCN(Cc4ccccc4)CC3)n2)cc1,-9,0,29,-5,6,3,3,-1,6,-15,19
Cc1nc2cc(NC(=O)CSc3nc4c(C)cccc4cc3C#N)ccc2s1,21,4,-13,-2,-6,2,-36,-3,0,10,-7
N#Cc1ccc(NC(=O)Cn2cnc(S(=O)(=O)N3CCc4ccccc43)c2)cc1,6,-9,6,-1,-2,-4,3,10,-12,-12,15
O=C(NCC1CCCO1)NC1CCCCC1 (stereo unspecified),-1,2,-9,-7,-21,-15,-10,-4,-5,-5,-4
C#CCOCCOCCOCCNc1nc(N2CCOCC2)nc(N2CCN(C(=O)[C@H]([C@@H](C)O)n3cc(CCCCN)nn3)CC2)n1,4,-16,24,8,-12,-17,-5,-6,9,0,0
C=C(C)c1cccc(C(C)(C)NC(=O)N2CCCCC2CC)c1 (stereo unspecified),-6,4,-13,-3,-18,9,-15,-11,9,2,0
COc1ccc(C(=O)COC(=O)CN2C(=O)c3ccccc3C2=O)c(OC)c1,8,-3,10,0,-2,1,11,-4,-5,-8,2
O=C(COC(=O)Cc1n[nH]c(=O)c2ccccc12)Nc1c(Br)cc([N+](=O)[O-])cc1Br,0,4,-2,-4,1,11,5,7,6,0,-10
Cn1c(SCc2ccccc2)nc2c1c(=O)[nH]c(=O)n2C,12,-15,-30,4,-8,-18,-6,0,-1,-20,-11
CC(=O)C[C@@H](O)CC(=O)[C@H]1OC(=O)[C@H](C)C/C=C\Cc2ccccc21,5,2,-5,7,3,-5,2,-7,-1,-4,-9
CCS(=O)(=O)c1cc([N+](=O)[O-])c(Sc2ccccc2N)s1,-23,26,5,-11,-20,6,33,-5,-3,-37,-21
S=c1[nH]nc(-c2ccco2)n1-c1cccc2ccccc12,-1,-13,0,-2,16,13,8,-13,-2,19,-9
COc1ccc(-c2csc(NC(=O)C3CSC4(C)CCC(=O)N34)n2)c(OC)c1 (stereo unspecified),11,-19,12,20,10,0,-1,-9,14,1,3
Cc1cccc(OCCC(=O)NCC(c2ccccc2)N(C)C)c1 (stereo unspecified),6,-6,-11,6,3,8,-19,-1,6,-7,2
Cc1cc(NC(=O)CCCN2C(=O)c3cccnc3C2=O)ccc1Br,1,14,-15,-17,12,-2,18,-7,6,-4,-2
CCCCN(C(=O)c1ccco1)c1nnc(-c2cc(OC)c(OC)c(OC)c2)s1,25,10,-3,2,20,-2,-25,-4,0,-4,-1
COc1ccc(CNC(=O)c2cnccn2)cc1,0,11,0,-11,-7,-7,-18,5,8,-10,0
CCc1ccc(C(=O)COC(=O)CNC(=O)c2ccc(N3C(=O)c4ccccc4C3=O)cc2)cc1,-2,-3,-25,-3,6,18,11,-6,10,-2,5
Cc1ccc(C)c(NCC(=O)c2ccc(Cl)cc2)c1,3,5,-90,-9,8,-34,-12,-3,2,-6,20
CCn1c(-c2ccccc2Cl)nn(CC(=O)NCCc2ccccc2)c1=S,-4,-13,5,-1,11,-12,-8,-13,2,9,-8
COc1ccc(OC)c(CN(CCN2CCOCC2)C(=O)Nc2cccc(Cl)c2)c1,-1,4,-7,-5,11,1,-5,2,0,5,-8
O=C(Cc1ccc(Br)cc1)N1CCN(C(=O)c2ccco2)CC1,-7,-10,-21,2,-16,3,7,-8,-6,-4,-5

# 11 successive entries out of the list so far:
SMILES,EBV LMP1 NFkB,TROY NFkB inh,NCOA2 inhibitor,TRAIL sens C8,SRC3 inh,NR2F2 inh,TWEAK Fn14 block,NOD2-RIPK2 inh,TLR9-MyD88 inh,NCOA1 inh,NR5A2 inv ag
S=c1[nH]nc(-c2ccco2)n1-c1cccc2ccccc12,-1,-13,0,-2,16,13,8,-13,-2,19,-9
COc1ccc(-c2csc(NC(=O)C3CSC4(C)CCC(=O)N34)n2)c(OC)c1 (stereo unspecified),11,-19,12,20,10,0,-1,-9,14,1,3
Cc1cccc(OCCC(=O)NCC(c2ccccc2)N(C)C)c1 (stereo unspecified),6,-6,-11,6,3,8,-19,-1,6,-7,2
Cc1cc(NC(=O)CCCN2C(=O)c3cccnc3C2=O)ccc1Br,1,14,-15,-17,12,-2,18,-7,6,-4,-2
CCCCN(C(=O)c1ccco1)c1nnc(-c2cc(OC)c(OC)c(OC)c2)s1,25,10,-3,2,20,-2,-25,-4,0,-4,-1
COc1ccc(CNC(=O)c2cnccn2)cc1,0,11,0,-11,-7,-7,-18,5,8,-10,0
CCc1ccc(C(=O)COC(=O)CNC(=O)c2ccc(N3C(=O)c4ccccc4C3=O)cc2)cc1,-2,-3,-25,-3,6,18,11,-6,10,-2,5
Cc1ccc(C)c(NCC(=O)c2ccc(Cl)cc2)c1,3,5,-90,-9,8,-34,-12,-3,2,-6,20
CCn1c(-c2ccccc2Cl)nn(CC(=O)NCCc2ccccc2)c1=S,-4,-13,5,-1,11,-12,-8,-13,2,9,-8
COc1ccc(OC)c(CN(CCN2CCOCC2)C(=O)Nc2cccc(Cl)c2)c1,-1,4,-7,-5,11,1,-5,2,0,5,-8
O=C(Cc1ccc(Br)cc1)N1CCN(C(=O)c2ccco2)CC1,-7,-10,-21,2,-16,3,7,-8,-6,-4,-5
